SRC2 inh: inhibits human steroid receptor coactivator 2; 370,000 compounds, 0.17% hits; HEK293 GAL4-SRC2 luciferase reporter, luminescence; Q15596; inhibition, % at 9 µM;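 active means inhibition above the mean inhibition of all tested compounds plus 3 SD, set per campaign, cut at about 52% in these data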;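 further: 0% = DMSO treated cells and 100% = cells given Gossypol at 36 µM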
HTR2A ag: activates the mouse 5-HT2A serotonin receptor. 360,000 compounds, 0.66% hits. activation, % at 7.6 µM. CHO-K1 mHTR2A beta-arrestin complementation, luminescence; percent of 30 µM serotonin response. AID 624169;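 active means activation above a run cutoff, the mean activation of all tested compounds plus 3 SD, cut at about 14% in these data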;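 further: 0% = plate median of compound wells and 100% = 30 µM serotonin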
Target sequence (P35363 whole entry, looked up): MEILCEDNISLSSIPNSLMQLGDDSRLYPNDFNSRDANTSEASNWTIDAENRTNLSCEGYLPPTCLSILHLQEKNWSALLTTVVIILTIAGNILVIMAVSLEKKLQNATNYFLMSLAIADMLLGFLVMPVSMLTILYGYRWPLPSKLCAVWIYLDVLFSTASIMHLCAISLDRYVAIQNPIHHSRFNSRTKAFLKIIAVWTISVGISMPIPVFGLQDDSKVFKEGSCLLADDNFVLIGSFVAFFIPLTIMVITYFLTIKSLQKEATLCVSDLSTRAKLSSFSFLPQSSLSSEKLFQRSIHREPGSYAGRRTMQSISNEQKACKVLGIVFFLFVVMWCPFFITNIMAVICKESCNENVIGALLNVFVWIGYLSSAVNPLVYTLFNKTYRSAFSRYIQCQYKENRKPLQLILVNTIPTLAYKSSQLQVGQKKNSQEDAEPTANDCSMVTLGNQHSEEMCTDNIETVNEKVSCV
ABHD5-PLIN5 inh: ABHD5-PLIN5 protein interaction inhibition; Split G. princeps luciferase complementation, luminescence, 4 h; inhibition, % at 4 µM; 360,000 compounds, 0.78% hits; AID 602281;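 active means inhibition above the mean inhibition across every tested compound plus 3 SD, cut at about 22% in these data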;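 further: 0% = DMSO only wells and the 100% control is not disclosed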
H9c2 protect: modulators protecting cardiomyocytes from myocardial damage | H9c2 cardiomyocytes, H2O2 injury protection, ATPLite, 2 h | protection from H2O2 cell death, % at 20 µM | 360,000 compounds, 0.63% hits;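 active means compounds giving at least 50% protection of heart cells from peroxide-induced death in the single-dose screen, raw or plate-pattern-corrected value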;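 further: 0% = DMSO wells with peroxide and 100% = DMSO wells without peroxide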
Glyco luc inh: blocks N-linked glycosylation in D54 reporter cells | D54 ERlucT glycosylation luciferase reporter, 24 h; percent of 100 nM tunicamycin response | reporter increase, % at 12.5 µM | 360,000 compounds, 0.23% hits | AID 588692;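 active means mean luciferase reporter signal, scaled so untreated is 0 and the glycosylation-blocking control 100, at or above a set limit in every replicate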;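 further: luciferase carries N-glycosylation sites so blocking glycosylation raises the light; 0% = median of neutral control wells and 100% = median of 100 nM tunicamycin wells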
NOD2-RIPK2 inh: inhibitors of human NOD2-RIPK2 interaction | CHO BLA complementation NOD2-RIPK2, CCF4 ratio | inhibition, % at 4.98 µM | 360,000 compounds, 0.38% hits; in the data active means inhibition above about 21%;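 further: 0% = vehicle only and 100% = reference blocker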
Target sequence (O43353 whole entry, looked up): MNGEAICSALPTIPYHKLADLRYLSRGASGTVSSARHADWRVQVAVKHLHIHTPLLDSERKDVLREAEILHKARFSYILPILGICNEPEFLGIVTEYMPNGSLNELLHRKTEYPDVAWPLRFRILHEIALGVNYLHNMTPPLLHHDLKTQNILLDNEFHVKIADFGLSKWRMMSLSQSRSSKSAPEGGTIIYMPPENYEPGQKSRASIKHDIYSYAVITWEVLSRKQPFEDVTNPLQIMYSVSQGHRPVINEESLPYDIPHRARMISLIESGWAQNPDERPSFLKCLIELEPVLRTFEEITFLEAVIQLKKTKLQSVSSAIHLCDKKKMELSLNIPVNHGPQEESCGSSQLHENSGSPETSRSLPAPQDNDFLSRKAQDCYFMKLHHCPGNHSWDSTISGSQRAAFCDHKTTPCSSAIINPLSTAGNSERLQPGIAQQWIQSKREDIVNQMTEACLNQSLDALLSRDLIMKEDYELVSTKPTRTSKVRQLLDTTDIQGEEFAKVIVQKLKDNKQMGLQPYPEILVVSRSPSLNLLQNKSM
ABCB6 inh MLPCN: blocks the human ABCB6 transporter; 360,000 compounds, 0.19% hits; K562-ABCB6 porphyrin accumulation, flow cytometry, 1 h; active compounds read low; AID 602162; fluorescence ratio to DMSO, % at 10 µM; Q9NP58;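 active means fluorescence ratio to DMSO below 75%, the collection mean minus 3 SD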;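 further: signal is porphyrin accumulated inside mitochondria; 100% equals median channel fluorescence of DMSO control wells; lower ratio means ABCB6 inhibition with less porphyrin fluorescence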
MC4R antag cAMP: antagonists of human melanocortin 4 receptor (MC4R). P32245. MC4R-expressing cells, MTII-stimulated cAMP, LANCE TR-FRET. inhibition, % at 6.5 µM. 360,000 compounds, 0.48% hits;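 active means inhibition above its plate's cutoff, the mean of tested wells on that plate plus 3 SD, cut at about 29% in these data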;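 further: 0% = Melanotan II alone and 100% = Melanotan II plus saturating MCL0020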
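material = U2OS cells stably expressing human melanocortin 4 receptor (MC4R) | also added = Melanotan II challenge | dosing = single nominal compound dose of 6.5 µM | detection = TR-FRET with Eu-cAMP and labeled anti-cAMP, 671 nm | replication = singlicate | timing = compound 30 min, challenge 1 h, detection 1 h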
TLR9-MyD88 block: inhibitors of human TLR9-MyD88 binding. CHO BLA complementation TLR9-MyD88, CCF4 FRET ratio. inhibition, % at 4.98 µM. 340,000 compounds, 0.21% hits. AID 504734;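 active means inhibition above the mean over all tested compounds plus 3 SD, cut at about 21% in these data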;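 further: 0% = DMSO only wells and 100% = clavulanate BLA inhibitor control wells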
MC4R ag barr: activates human MC4R beta-arrestin recruitment | P32245 | U2OS MC4R beta-arrestin complementation, luminescence; percent of melanotan II response, DMSO zero | activation, % at 8.9 µM | 360,000 compounds, 0.98% hits | AID 540308;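 active means activation above a per-plate cutoff, the mean activation of sample wells on that plate plus 3 SD, cut at about 8% in these data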
An asterisk follows results filed as active; / = not tested or not shown.

Each structure is followed by: SRC2 inh	ABCB6 inh MLPCN	NOD2-RIPK2 inh	H9c2 protect	ABHD5-PLIN5 inh	TLR9-MyD88 block	MC4R antag cAMP	MC4R ag barr	HTR2A ag	Glyco luc inh
1: O=C(COc1ccc(Br)cc1)N/N=C1/SCC(=O)N1Cc1ccccc1
→ 3	79	4	-4	0	0	1	-1.7	-2	-1
2: COc1cc(C(=O)OCC(=O)Nc2ccc(OC(F)F)cc2)cc(OC)c1OC
→ -23	95	-2	1	6	-5	10	-1.9	5	4
3: Cc1cccc(N2CCCC2=Nc2ccc(Br)cc2C#N)c1
→ 3	100	-8	-6	0	0	2	-0.8	4	1
4: O=C(Nc1ccccc1)[C@@H]1CC=C[C@@H]2CCN(Cc3ccc(Cl)c(Cl)c3)C(=O)[C@@H]21
→ 8	94	5	-24	-6	-5	3	5.8	-2	-1
5: Cc1ccnc(NC(=O)CCC(=O)c2cccs2)c1
→ 12	99	2	-16	-6	1	-4	-2.6	-3	-21
6: Nc1c(Cl)c(Cl)nc(C(=O)OCC(=O)N2CCCC2=O)c1Cl
→ 11	104	2	-4	-6	-1	7	-4.4	2	3
7: Cc1noc(C)c1COC(=O)c1ccc2c(c1)OCCO2
→ 1	86	2	1	3	-9	0	0.3	1	2
8: Cc1cc(F)ccc1NCC(=O)Nc1ccc(Br)cc1C
→ -31	90	-4	-4	5	-8	6	4.0	1	-7
9: O=C(CNC(=O)c1ccc(Cl)cc1)OCCN1C(=O)c2ccccc2C1=O
→ -26	95	-4	6	1	5	-5	-3.1	0	0
10: CCOc1ccc(NCc2cccn2-c2nnc(N3CCC(C(=O)NCCCN4CCCCC4)CC3)s2)cc1
→ 6	99	8	2	-7	-6	0	-3.5	-2	-5
11: COc1cc(/C=N\NC(=O)Cn2nnc3ccccc32)cc(OC)c1OC
→ -26	96	1	5	1	-2	5	-1.2	-3	2
12: Cn1nc(-c2ccc(Cl)cc2)c2cc(C(=O)N3CCOCC3)sc21
→ -7	98	-11	-2	6	-1	3	1.5	-3	5
13: O=C(Cn1nnc(-c2ccc3c(c2)OCO3)n1)Nc1ccccc1C(=O)O
→ 1	100	-4	1	2	-2	18	-3.3	-1	0
14: COc1ccc(CNC(=O)CCNS(=O)(=O)c2ccc3c(c2)oc(=O)n3C)cc1
→ /	108	4	-2	-6	1	5	-2.3	-4	-3
15: COc1cc(NC(=S)NCCc2ccccc2)c(OC)cc1NC(=O)CC(C)C
→ -7	98	-8	-2	-5	-3	7	-1.3	-2	-2
16: CCOc1ccc(NC(=O)CN(C)C(=O)Cc2ccc3c(c2)OCCO3)cc1OCC
→ -3	100	-11	-6	-1	-6	8	-0.3	8	1
17: O=[N+]([O-])c1ccc(/C=C/c2ccc3cccc([N+](=O)[O-])c3n2)cc1
→ -28	99	3	-4	-3	-3	4	10*	-7	1
18: O=C(CN1C(=O)COc2ccc(S(=O)(=O)N3CCCCC3)cc21)NCc1ccc(F)cc1
→ -8	98	2	0	-7	0	5	-1.0	-2	0
19: CCn1c(-c2cc3c(C(F)(F)F)nn(C)c3s2)n[nH]c1=S
→ 18	90	-6	0	-10	-3	2	-1.7	3	4
20: O=C(NCCCN1CCOCC1)c1ccc2c(c1)N(Cc1ccc(F)cc1)CCS2
→ 31	104	0	0	-3	-6	14	-1.5	-12	-3
21: CCc1ccc(C(=O)c2oc3nc(C)cc(C)c3c2N)cc1
→ -17	101	-2	-9	2	5	6	0.2	-1	3
22: Cc1ccc(NC(=O)CSc2nc3ccccc3c(=O)n2CC2CCCO2)cc1 (configuration not stated)
→ -5	95	-7	-2	-5	-11	2	5.4	-3	-1
23: CCN(C(=O)CN1CCN(c2ccc(O)cc2)CC1)c1c(N)n(Cc2ccccc2)c(=O)[nH]c1=O
→ 18	96	-11	0	7	-6	1	-0.8	9	3
24: O=S(=O)(c1ccccc1OC(F)(F)F)N1CCN(c2ccnc3cc(Cl)ccc23)CC1
→ 21	101	7	-8	-2	-16	19	-5.0	-10	-7
25: O=C(O)Cc1ccc(NC(=O)Nc2cccc(Cl)c2)cc1
→ -22	101	-6	7	1	1	25	-1.2	1	0
26: CN(CC(=O)Nc1ccc(Cl)cc1)S(=O)(=O)c1ccc2c(c1)n(C)c(=O)c(=O)n2C
→ -6	104	-3	2	1	-8	0	-2.4	-3	2
27: CCCN(C(=O)/C=C/c1ccc(S(=O)(=O)N(CC)CC)cc1)C1CCS(=O)(=O)C1 (configuration not stated)
→ -15	103	7	-4	2	-5	10	-1.9	1	1
28: CC(=O)Nc1c(-c2cc(=O)oc3cc(C)ccc23)oc2ccccc12
→ 6	95	0	6	2	-12	1	-2.2	-1	0
29: COCCN(Cc1cc2cc3c(cc2nc1Cl)OCO3)C(=O)c1ccc(C)cc1
→ 22	102	1	-31	6	-12	2	1.3	1	13
30: O=C(O)CCCNC(=O)/C(=C\c1ccc(Cl)cc1)NC(=O)c1ccccc1Br
→ -12	95	-2	-5	-1	4	7	1.4	2	0
31: C=CCN1C(=O)N(c2ccccc2)C(=O)C1CC(=O)Nc1ccc(OC)cc1 (configuration not stated)
→ -15	98	-20	2	-11	-1	3	0.4	7	1
32: COc1ccccc1NC(=S)NCCc1c[nH]c2ccccc12
→ -26	94	5	-19	-1	-11	2	-1.0	-5	-2
33: COc1ccccc1NC(=O)CSc1nnc2ccc(-c3ccccn3)nn12
→ 16	103	-5	-1	11	-7	7	-0.2	0	0
34: Cc1ccc(C(=O)CCC(=O)N2CCN(C(=O)c3ccco3)CC2)cc1
→ -28	96	-7	-2	16	10	-2	-0.4	9	-1
35: COCCNc1nnc(SCC(=O)NC2CCCCC2)s1
→ 30	94	-1	12	8	1	-3	0.7	1	2
36: CN(C)S(=O)(=O)c1cccc(C(=O)Nc2ccc(C(=O)Nc3cccc(S(N)(=O)=O)c3)cc2)c1
→ 1	91	1	1	5	-5	-2	-1.1	-3	-1
37: CN(C)c1ccc(C(=O)N2CCC2(C)C(=O)O)cc1 (configuration not stated)
→ -12	99	0	-1	1	/	1	-0.7	0	2
38: Cc1cc(NC(=O)c2c([N+](=O)[O-])c(C)nn2C)no1
→ -12	98	-16	5	2	2	0	0.5	-3	-1
39: COc1ccccc1CN1CCC(n2nccc2NC(=O)CCc2ccccc2)CC1
→ 2	101	-7	-2	-3	-4	8	-2.3	1	-2
40: Cc1ccc2nc(Cl)c(CN(C(=O)c3cnccn3)C3CCCCC3)cc2c1
→ -47	98	-8	6	2	2	3	0.3	1	-1
41: O=C(COc1ccccc1)Nc1nnc(-c2ccccc2Cl)o1
→ -12	109	0	1	3	-14	12	0.3	0	5
42: O=C(N/N=C/c1ccc(-c2ccccc2)o1)c1ccccc1O
→ 4	98	5	6	-4	3	-2	-3.1	-1	1
43: CCCC/C=C/C(NC(=O)CCc1ccccc1)c1ccccc1 (configuration not stated)
→ -21	98	-10	0	6	-1	-1	0.4	-13	-6
44: COC(=O)C(O)(CC(=O)Nc1ccc(Cl)cc1F)C(F)(F)F (configuration not stated)
→ 6	95	-3	6	-3	6	0	-0.3	-2	0
45: O=C(NCCc1ccc(Cl)cc1)C1CC(=O)N(CCc2ccccc2)C1 (configuration not stated)
→ -15	90	-5	5	-2	8	1	-1.2	-2	2
46: Cc1ccc(S(=O)(=O)N(C)C)cc1NC(=S)NC12CC3CC(CC(C3)C1)C2
→ 12	93	-15	-11	-1	-1	9	2.0	-3	-8
47: CC(C)Sc1cc(N2CCCC2)nc(-c2ccc(F)cc2)n1
→ -2	101	-20	-16	-3	-2	7	-0.2	0	-1
48: CCOc1ccc(N2C(=O)CC(NC3CCN(C(=O)c4ccc(F)cc4)CC3)C2=O)cc1 (configuration not stated)
→ 1	94	-5	2	11	2	5	-1.2	6	1
49: CC(C)C(NC(=O)c1ccco1)C(=O)NCC(c1ccco1)N(C)C (configuration not stated)
→ -46	110	10	0	0	-6	9	-0.3	-1	-2
50: CC(/C=C/c1ccco1)=N\NC(=O)c1cc(Cl)ccc1O
→ 11	103	4	29	2	-4	0	3.0	-3	-1
51: O=C(NNc1ccccc1)C(=O)NNS(=O)(=O)c1ccc([N+](=O)[O-])cc1
→ -39	99	5	2	-5	-1	0	-2.1	-1	3
52: COc1ccc(OCC(=O)OCC(=O)N2CC(=O)Nc3ccccc32)cc1
→ -6	100	-8	-6	-5	8	5	3.3	-1	2
53: O=C1C2CC=CCC2C(=O)N1c1ccc(NCCc2cccc(F)c2)c([N+](=O)[O-])c1 (configuration not stated)
→ -4	96	6	-17	-6	10	8	-0.7	2	-1
54: CCCS(=O)(=O)NC(=O)C1(C)CCN(C(=O)c2ccc(OC)cc2OC)C1 (configuration not stated)
→ 2	100	-14	0	-5	/	14	-0.3	2	2
55: O=C(N/C(=C\c1ccco1)C(=O)N1CCOCC1)c1ccco1
→ 3	94	-1	5	2	4	-2	2.3	1	1
56: O=C1CC(Nc2ccc(N3CCOCC3)cc2)C(=O)N1CCc1ccccc1 (configuration not stated)
→ -3	92	-15	14	-4	4	5	-1.6	0	2
57: Cc1cccc(NC(=O)Cc2coc3ccc4ccccc4c23)n1
→ 7	106	-4	-6	2	-3	6	-1.7	1	-10
58: CCC1CCCCN1C(=O)CNCC1CCCO1 (configuration not stated)
→ -4	102	-6	4	0	-1	1	-0.7	3	0
59: O=C(NC1CCCCC1)c1c2c(nc3ccccc13)CCC2
→ -1	97	-2	16	5	-14	15	-2.4	7	0
60: CC(C)(c1ccccc1)c1ccc(OCCN2CCCC2)cc1
→ -6	107	-7	0	4	-8	1	0.5	-3	-4

The list continues:
Each structure is followed by: SRC2 inh	ABCB6 inh MLPCN	NOD2-RIPK2 inh	H9c2 protect	ABHD5-PLIN5 inh	TLR9-MyD88 block	MC4R antag cAMP	MC4R ag barr	HTR2A ag	Glyco luc inh
61: CC(C)(CNC(=O)CCNC(=O)c1ccc(Br)cc1)N1CCOCC1
→ -7	99	-1	7	-8	-1	12	-2.8	-3	2
62: Cc1cc(C)c(CN2CCN(C(=O)CC[C@H]3O[C@@H](n4cnc5c(NC(=O)c6ccccc6)ncnc54)[C@H](O)[C@@H]3O)CC2)c(C)c1
→ -3	104	4	3	-6	/	/	/	6	-1
63: O=C(NNC(=O)c1cc2ccccc2cc1O)Nc1ccccc1F
→ -6	97	3	0	-1	-1	-1	-2.4	2	0
64: CCOC(=O)c1c(S(=O)(=O)N2CCCC(C)C2)c(C)n(C)c1C (configuration not stated)
→ -6	97	-2	2	-7	-5	8	-1.2	1	3
65: Fc1ccccc1C1CC(c2ccco2)=Nc2ccccc2S1 (configuration not stated)
→ -15	98	4	-2	43*	-4	-3	-2.4	8	-3
66: COc1cc(/C=C/C(=O)O)cc(S(=O)(=O)N2CCc3ccccc3C2)c1OC
→ 0	96	-4	3	-2	-4	17	-1.6	3	1
67: CCOc1ccc(NC(=O)/C(C=Nc2ccccc2)=C(\C)O)cc1
→ -15	99	-2	-1	0	6	9	-0.7	-2	3
68: COc1cc(OC)cc(C2=Cc3ccc(OC)cc3C(CC(C)=O)N2c2ccc(C#CC3(O)CCCCC3)cc2)c1 (configuration not stated)
→ 44	101	0	/	2	/	/	/	5	/

Screening data as filed in PubChem BioAssay.

This is a subset; rates above refer to the full screens.
